Compound activity from PubChem.
AID2073: inhibitors of Mint1-CaV2.2 protein interaction, biochemical, HTRF (AID 2073); HTRF protein-protein interaction, Mint1-CaV2.2; higher % means a stronger effect; inhibition, % at 20 µM, or IC50 in µM where a hit was titrated; 0.19% of 290,000 active; in the data active means inhibition mostly above about 51%, no sharp cut-off; further: some results filed as inactive read as strong as hits
MgcRacGAP inhibition: MgcRacGAP GTPase-activating activity inhibitors, confirmation, biochemical, ADP Hunter fluorescence. one-dose inhibition, % at 30 µM; IC50 in µM for titrated hits. 0.6% of 340,000 active. MgcRacGAP-stimulated Rac1 GTP hydrolysis, ADP Hunter fluorescence; higher % means a stronger effect; GST-tagged Rac1 F28L mutant substrate. AID 624330;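 active means first-screen hits whose inhibition reached a set limit at any dose in the follow-up dose series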;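 further: fluorescence reports GDP produced by GAP-driven GTP hydrolysis; strong numbers were not always called active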
GPR55 beta-arrestin: GPR55 agonists via beta-arrestin recruitment, primary screen, imaging, U2OS cells, beta-arrestin-GFP redistribution (AID 1961); U2OS GPR55 beta-arrestin-GFP redistribution imaging; higher % means a stronger effect; one-dose activation, % at 10 µM; EC50 in µM for titrated hits; 0.048% of 290,000 active;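 active means activation above 40% with more than 50 cells counted in the well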;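 further: U2OS osteosarcoma cells stably expressing GPR55 and beta-arrestin-GFP; plate controls were DMSO negative control for no effect and LPI positive control for full effect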
GPR55 antagonists: GPR55 antagonists blocking LPI-driven arrestin recruitment, primary screen, imaging, U2OS, beta-arrestin-GFP, LPI agonist (AID 2013); U2OS GPR55 beta-arrestin-GFP translocation imaging, LPI antagonism; higher % means a stronger effect; inhibition, % at 10 µM, or IC50 in µM where a hit was titrated; 0.13% of 290,000 active;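 active means spots per cell inhibited over 60%, with over 100 cells counted and total cytoplasm intensity under 500,000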;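 further: U2OS cells stably carrying GPR55 and arrestin-GFP stimulated by 5 µM LPI near EC80; imaged beta-arrestin-GFP aggregate spots per cell after agonist stimulation; plate controls were LPI-stimulated DMSO wells for no effect and DMSO wells without LPI for full effect; some results filed as inactive read as strong as hits; confirmed hits need IC50 under 10 µM and bright autofluorescent wells are also inconclusive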
Yfh1-depleted yeast: enhancers of respiration in Yfh1-depleted yeast, dose response, Friedreich's ataxia, plus single-dose screen (AID 1465); S. cerevisiae Yfh1-off respiration, WST-1 reduction, 72 h; higher fold induction means a stronger effect; one-dose fold induction at 50 µM; EC50 in µM for titrated hits; 0.074% of 220,000 active;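 active means fold induction of absorbance versus untreated yeast above a set limit, then at least 30% activation at any dose in follow-up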;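 further: activators that raise dye reduction in frataxin-depleted yeast; strong numbers were not always called active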
GPR35 arrestin U2OS: inhibition of zaprinast-stimulated GPR35 beta-arrestin translocation – imaging, U2OS, beta-arrestin-GFP, zaprinast agonist, primary screen (AID 2058); 0.052% of 290,000 active; inhibition, % at 10 µM, or IC50 in µM where a hit was titrated; U2OS GPR35 beta-arrestin-GFP translocation imaging, zaprinast antagonism; higher % means a stronger effect;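 active means inhibition of at least 50% with at least 30 cells and total cytoplasm GFP at most 10,000,000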
NTR1 ag: NTR1-driven beta-arrestin-GFP spot formation – imaging, U2OS cells, high content, primary screen (AID 493036). 0.17% of 330,000 active. agonist mode. activation, % at 20 µM;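 active means activation at or above 40% of the spot to cytoplasm intensity ratio, with at least 20 cells analyzed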;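 further: 0% = DMSO without peptide and 100% = 100 nM NTR1 peptide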
Target sequence (P30989 whole entry, looked up): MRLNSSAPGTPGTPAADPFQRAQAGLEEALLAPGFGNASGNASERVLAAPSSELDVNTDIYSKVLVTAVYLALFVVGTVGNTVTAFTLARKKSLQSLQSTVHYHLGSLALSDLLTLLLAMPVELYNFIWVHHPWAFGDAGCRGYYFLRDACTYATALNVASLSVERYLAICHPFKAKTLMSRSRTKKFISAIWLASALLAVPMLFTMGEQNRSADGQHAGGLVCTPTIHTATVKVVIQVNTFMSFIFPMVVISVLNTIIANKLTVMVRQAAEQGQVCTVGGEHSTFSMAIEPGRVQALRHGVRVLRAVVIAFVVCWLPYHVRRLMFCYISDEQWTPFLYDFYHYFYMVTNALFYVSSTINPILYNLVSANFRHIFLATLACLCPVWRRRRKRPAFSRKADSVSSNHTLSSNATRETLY
Dengue-2 NS5 capping: flavivirus cap methylation enzyme inhibition – biochemical, confirmation dose response, primary screen (AID 588689) | Dengue-2 NS5 methyltransferase capping enzyme assay, biochemical; higher % means a stronger effect | one-dose inhibition, % at 25 µM; IC50 in µM for titrated hits | 0.3% of 340,000 active; in the data active means a potency from the dose series
SV40 large T antigen: TAg ATPase/helicase activity blockers – biochemical (AID 1903); one-dose inhibition, % at 20 µM; IC50 in µM for titrated hits; 0.39% of 310,000 active; SV40 large T antigen ATPase/helicase inhibition assay; higher % means a stronger effect; in the data active means a potency from the dose series; further: strong numbers were not always called active
NTR1 ag cell count 20 µM: recorded beside NTR1 ag, whose call it bears; cell count; measured here: cell count, cytotoxicity flag
The depositor's hits bear a star.

`COc1ccc(C(=O)N2CCC(=O)N(C(CO)Cc3ccccc3)CC2)cc1` (stereo not drawn) gave AID2073 19.4%, MgcRacGAP inhibition 9.4%, GPR55 beta-arrestin -0.3%, GPR55 antagonists -0.7%, Yfh1-depleted yeast inactive, GPR35 arrestin U2OS -2.5%, NTR1 ag 1.2, Dengue-2 NS5 capping -9.5%, SV40 large T antigen 13.7% and NTR1 ag cell count 20 µM 66.
CN1C(=O)c2ccc(NC(=O)CCS(=O)(=O)c3ccccc3)cc2C1=O was read as AID2073 25.8%, MgcRacGAP inhibition 1.7%, GPR55 beta-arrestin 1.1%, GPR55 antagonists -3.5%, Yfh1-depleted yeast inactive, GPR35 arrestin U2OS -8.1%, NTR1 ag 0.3, Dengue-2 NS5 capping -5.3%, SV40 large T antigen 32.5% and NTR1 ag cell count 20 µM 65.
`COc1ccc(S(=O)(=O)Nc2c(C)ccc3nsnc23)cc1OC` gave AID2073 0.9%, MgcRacGAP inhibition 6.9%, GPR55 beta-arrestin 0.2%, GPR55 antagonists 2.5%, Yfh1-depleted yeast inactive, GPR35 arrestin U2OS -5.6%, NTR1 ag 1.5, Dengue-2 NS5 capping -7.6%, SV40 large T antigen -7.2% and NTR1 ag cell count 20 µM 55.
Screening Cc1ccc(-n2c(O)c(C=Nc3ccc4c(c3)OCO4)c3ccccc3c2=O)cc1C returned AID2073 12.9%, MgcRacGAP inhibition -9.4%, GPR55 beta-arrestin -0.3%, GPR55 antagonists 17.2%, Yfh1-depleted yeast inactive, GPR35 arrestin U2OS 17.2%, NTR1 ag 6.9, Dengue-2 NS5 capping 7.0%, SV40 large T antigen 23.0% and NTR1 ag cell count 20 µM 89.
Screening CC(=O)N1CCc2cc(S(=O)(=O)CCC(=O)NCCc3ccccc3)ccc21 returned AID2073 7.5%, MgcRacGAP inhibition 11.6%, GPR55 beta-arrestin -0.1%, GPR55 antagonists 4.4%, GPR35 arrestin U2OS 4.6%, NTR1 ag -0.8, Dengue-2 NS5 capping -11.8%, SV40 large T antigen 13.3% and NTR1 ag cell count 20 µM 42.
`O=C(CC12CC3CC(CC(C3)C1)C2)NC(=S)NCc1ccco1` gave AID2073 0.7%, MgcRacGAP inhibition 4.5%, GPR55 beta-arrestin -0.2%, GPR55 antagonists 0.969µM*, Yfh1-depleted yeast inactive, GPR35 arrestin U2OS -9.9%, NTR1 ag 13.3, Dengue-2 NS5 capping 0.8%, SV40 large T antigen 4.1% and NTR1 ag cell count 20 µM 39.
For COc1cc(OC)cc(C(=O)NCCSC2CCCCC2)c1 the results were AID2073 4.5%, MgcRacGAP inhibition 4.3%, GPR55 beta-arrestin -0.1%, GPR55 antagonists -10.0%, Yfh1-depleted yeast inactive, GPR35 arrestin U2OS 3.7%, NTR1 ag 0.0, Dengue-2 NS5 capping -4.4%, SV40 large T antigen -1.3% and NTR1 ag cell count 20 µM 62.
For O=C(Nc1cccc(S(=O)(=O)NC2=NCCCCC2)c1)c1cc(-c2ccccc2)nc2ccccc12 the results were AID2073 27.6%, MgcRacGAP inhibition 8.6%, GPR55 beta-arrestin -0.3%, GPR55 antagonists 1.2%, Yfh1-depleted yeast inactive, GPR35 arrestin U2OS -14.7%, NTR1 ag 2.8, Dengue-2 NS5 capping -2.9%, SV40 large T antigen -0.2% and NTR1 ag cell count 20 µM 51.
COc1cccc(N(CC(=O)N2CCN(C)CC2)S(=O)(=O)c2ccc(C)cc2)c1 was read as AID2073 3.4%, MgcRacGAP inhibition -2.1%, GPR55 beta-arrestin 0.3%, GPR55 antagonists 7.2%, Yfh1-depleted yeast inactive, GPR35 arrestin U2OS 15.5%, NTR1 ag -2.6, Dengue-2 NS5 capping 0.0%, SV40 large T antigen 6.2% and NTR1 ag cell count 20 µM 69.
`Cc1ccc2nc(NC(=O)CNS(=O)(=O)c3ccc(Br)s3)sc2c1` gave AID2073 2.0%, MgcRacGAP inhibition 14.2%, GPR55 beta-arrestin -0.1%, GPR55 antagonists 22.1%, Yfh1-depleted yeast inactive, GPR35 arrestin U2OS -0.1%, NTR1 ag -0.9, Dengue-2 NS5 capping -1.4%, SV40 large T antigen 0.0% and NTR1 ag cell count 20 µM 57.
Cc1c(Cl)cccc1NC(=O)CCCCCN1C(=O)CCC1=O was read as AID2073 -9.0%, MgcRacGAP inhibition 8.2%, GPR55 beta-arrestin 0.4%, GPR55 antagonists 1.5%, Yfh1-depleted yeast inactive, GPR35 arrestin U2OS 4.8%, NTR1 ag 2.7, Dengue-2 NS5 capping -2.7%, SV40 large T antigen 13.2% and NTR1 ag cell count 20 µM 52.
Screening CC(C)(C)NC(=O)CN(C(=O)c1snc(C(=O)NC2CCCCC2)c1N)c1ccccc1F returned AID2073 2.2%, MgcRacGAP inhibition 2.4%, GPR55 beta-arrestin 0.0%, GPR55 antagonists 4.2%, GPR35 arrestin U2OS -8.0%, NTR1 ag -0.9, Dengue-2 NS5 capping -9.8%, SV40 large T antigen 1.9% and NTR1 ag cell count 20 µM 43.
CC(CNC(=O)CCn1c(=O)c2cccn2c2ccc(F)cc21)c1ccccc1 (stereo not drawn) was read as AID2073 6.4%, MgcRacGAP inhibition 8.7%, GPR55 beta-arrestin -0.1%, GPR55 antagonists 1.3%, GPR35 arrestin U2OS 3.8%, NTR1 ag 1.4, Dengue-2 NS5 capping -7.0%, SV40 large T antigen 15.6% and NTR1 ag cell count 20 µM 67.
For Cc1ccnn2c(-c3ccccc3)c3c(=O)n(C)c(=O)n(C)c3c12 the results were AID2073 6.8%, GPR55 beta-arrestin -0.1%, GPR55 antagonists -15.0%, Yfh1-depleted yeast inactive, GPR35 arrestin U2OS -2.4% and SV40 large T antigen 16.9%.
For O=C(CN1CCCCC1)N1N=C(c2cccs2)CC1c1cccs1 (stereo not drawn) the results were AID2073 7.9%, MgcRacGAP inhibition 5.3%, GPR55 beta-arrestin 0.5%, GPR55 antagonists 7.7%, Yfh1-depleted yeast inactive, GPR35 arrestin U2OS -0.1%, NTR1 ag -0.2, Dengue-2 NS5 capping -7.1%, SV40 large T antigen -1.6% and NTR1 ag cell count 20 µM 87.
Screening CCOC(=O)COn1c2c(c3c4no[n+]([O-])c4ccc31)CCCC2 returned AID2073 1.2%, MgcRacGAP inhibition 5.8%, GPR55 beta-arrestin -0.2%, GPR55 antagonists -0.8%, Yfh1-depleted yeast inactive, GPR35 arrestin U2OS -3.2%, NTR1 ag 1.3, Dengue-2 NS5 capping 5.6%, SV40 large T antigen 16.9% and NTR1 ag cell count 20 µM 39.
Screening CC(C)(C)Sc1ccc2nc3c(n2c1)CCCC3 returned AID2073 -0.2%, MgcRacGAP inhibition 2.4%, GPR55 beta-arrestin -0.2%, GPR55 antagonists 23.5%, Yfh1-depleted yeast inactive, GPR35 arrestin U2OS 9.8%, NTR1 ag 3.4, Dengue-2 NS5 capping -3.6%, SV40 large T antigen 19.0% and NTR1 ag cell count 20 µM 28.
CC(=O)Oc1ccccc1C(=O)Oc1ccc(/C=N/n2cnnc2)cc1 was read as AID2073 -3.8%, MgcRacGAP inhibition 4.2%, GPR55 beta-arrestin -0.3%, GPR55 antagonists 8.7%, Yfh1-depleted yeast inactive, GPR35 arrestin U2OS 5.8%, NTR1 ag -0.1, Dengue-2 NS5 capping -2.6%, SV40 large T antigen 5.7% and NTR1 ag cell count 20 µM 79.
O=C(CN1CCCCC1)Nc1ccc(NC(=O)c2ccccc2Cl)cc1Cl was read as AID2073 2.8%, MgcRacGAP inhibition 10.1%, GPR55 beta-arrestin -0.2%, GPR55 antagonists -5.0%, Yfh1-depleted yeast inactive, GPR35 arrestin U2OS -6.3%, NTR1 ag -0.4, Dengue-2 NS5 capping -8.4%, SV40 large T antigen 8.7% and NTR1 ag cell count 20 µM 70.
`COCCNC(=O)c1cn(C)c2ccccc2c1=O` gave AID2073 4.0%, MgcRacGAP inhibition 9.6%, GPR55 beta-arrestin -0.5%, GPR55 antagonists 11.2%, GPR35 arrestin U2OS 15.6%, NTR1 ag 3.4, Dengue-2 NS5 capping 2.3%, SV40 large T antigen 18.9% and NTR1 ag cell count 20 µM 47.
`O=S(=O)(c1ccc(N2CCN(CCO)CC2)nc1)N1CCOCC1` gave MgcRacGAP inhibition 5.7%, NTR1 ag 0.3, Dengue-2 NS5 capping -2.9%, SV40 large T antigen 0.2% and NTR1 ag cell count 20 µM 63.
Cc1cc(OCC(=O)NCCCN2CCOCC2)c2c(C)cc(=O)oc2c1 was read as AID2073 32.0%, MgcRacGAP inhibition 13.5%, GPR55 beta-arrestin -0.1%, GPR55 antagonists 12.0%, GPR35 arrestin U2OS -8.1%, NTR1 ag 0.8, Dengue-2 NS5 capping 2.6%, SV40 large T antigen 15.7% and NTR1 ag cell count 20 µM 67.
For CCCC[C@@H]1CN=C(N)N1CC(C)(C)C the results were MgcRacGAP inhibition 4.0%, Yfh1-depleted yeast inactive, NTR1 ag -3.2, Dengue-2 NS5 capping -0.8%, SV40 large T antigen 6.4% and NTR1 ag cell count 20 µM 94.
Screening Cc1ccccc1C(=O)c1cccn1CC(=O)NCCC1=CCCCC1 returned AID2073 -9.7%, MgcRacGAP inhibition 4.0%, GPR55 beta-arrestin -0.6%, GPR55 antagonists -10.3%, Yfh1-depleted yeast inactive, GPR35 arrestin U2OS -0.9%, NTR1 ag 2.2, Dengue-2 NS5 capping -1.6%, SV40 large T antigen -4.8% and NTR1 ag cell count 20 µM 50.
For COc1ccc(/C=N/NC(=O)c2cc(-c3ccc4c(c3)OCO4)n[nH]2)cc1OC the results were AID2073 2.4%, MgcRacGAP inhibition -4.2%, GPR55 beta-arrestin 0.2%, GPR55 antagonists 4.3%, Yfh1-depleted yeast inactive, GPR35 arrestin U2OS -10.9%, NTR1 ag 2.3, Dengue-2 NS5 capping -11.0%, SV40 large T antigen 0.3% and NTR1 ag cell count 20 µM 68.
For CC(C)CCNC(=O)C(c1cccnc1)N(CCc1ccccc1)C(=O)Cn1nnc2ccccc21 (stereo not drawn) the results were AID2073 1.8%, MgcRacGAP inhibition 5.6%, GPR55 beta-arrestin -0.1%, GPR55 antagonists -4.0%, Yfh1-depleted yeast inactive, GPR35 arrestin U2OS -8.3%, NTR1 ag 0.6, Dengue-2 NS5 capping 0.8%, SV40 large T antigen 9.3% and NTR1 ag cell count 20 µM 47.
Screening OCc1ccnc2c(O)cccc12 returned AID2073 -2.8%, MgcRacGAP inhibition 1.0%, GPR55 beta-arrestin -0.1%, GPR55 antagonists -6.8%, Yfh1-depleted yeast inactive, GPR35 arrestin U2OS -8.9%, NTR1 ag -0.7, Dengue-2 NS5 capping -39.0%, SV40 large T antigen -4.1% and NTR1 ag cell count 20 µM 82.
